Screening results from PubChem.
GCN5L2 inh: qHTS Assay for Inhibitors of GCN5L2; 390,000 tested, 0.21% active; Histone acetyltransferase KAT2A (Homo sapiens), Q92830; Potency, µM (top dose mostly 58.9 µM), for inactives: top-dose activity change, negative = inhibition, actives largely listed as inhibitors; GCN5L2 HAT assay, ThioGlo1 CoA-SH fluorescence
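GCN5L2 (20 nM) in 50mM HEPES pH 7.5, 0.1mM EDTA, 0.01% Tween-20 preincubated 15 min with compounds at room temperature. Reaction started with H3(1-25) 75uM, acetyl-CoA 70uM, ThioGlo1 50uM; CoA-thiol fluorescence (Ex340/Em540) read at 0 and 20 min.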
TDP1 cell noCPT: qHTS for Inhibitors of human tyrosyl-DNA phosphodiesterase 1 (TDP1): qHTS in cells in absence of CPT. DT40 Tdp1-/- hTDP1 cells, no CPT, ATP luminescence, 48 h. Potency, µM (highest dose often 46.2 µM), without a hit: at the top dose activity change, negative = growth inhibition, usual class: inhibitors. 420,000 tested, 15% active. AID 686978, 2013; further: nearly all actives have a fitted effect of over 55% in size
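Seeded 400 DT40-hTDP1 cells/well (vehicle DMSO, no 20 nM CPT); pinned compounds; ≥48 hr at 37 °C; CellTiter-Glo luminescence as viability measure.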
TDP1 block: qHTS Assay for Inhibitors of Tyrosyl-DNA Phosphodiesterase (TDP1). Tyrosyl-DNA phosphodiesterase 1 (Homo sapiens), Q9NUW8. recombinant TDP1, AlphaScreen DNA substrate cleavage. Potency, µM (series often up to 130 µM), without a hit: at the highest dose activity change, negative = inhibition, most hits filed as inhibitors. 350,000 tested, 0.28% active. AID 485290, 2010; further: nearly all actives have a fitted effect of over 40% in size
Target sequence (Q9NUW8 whole entry, looked up): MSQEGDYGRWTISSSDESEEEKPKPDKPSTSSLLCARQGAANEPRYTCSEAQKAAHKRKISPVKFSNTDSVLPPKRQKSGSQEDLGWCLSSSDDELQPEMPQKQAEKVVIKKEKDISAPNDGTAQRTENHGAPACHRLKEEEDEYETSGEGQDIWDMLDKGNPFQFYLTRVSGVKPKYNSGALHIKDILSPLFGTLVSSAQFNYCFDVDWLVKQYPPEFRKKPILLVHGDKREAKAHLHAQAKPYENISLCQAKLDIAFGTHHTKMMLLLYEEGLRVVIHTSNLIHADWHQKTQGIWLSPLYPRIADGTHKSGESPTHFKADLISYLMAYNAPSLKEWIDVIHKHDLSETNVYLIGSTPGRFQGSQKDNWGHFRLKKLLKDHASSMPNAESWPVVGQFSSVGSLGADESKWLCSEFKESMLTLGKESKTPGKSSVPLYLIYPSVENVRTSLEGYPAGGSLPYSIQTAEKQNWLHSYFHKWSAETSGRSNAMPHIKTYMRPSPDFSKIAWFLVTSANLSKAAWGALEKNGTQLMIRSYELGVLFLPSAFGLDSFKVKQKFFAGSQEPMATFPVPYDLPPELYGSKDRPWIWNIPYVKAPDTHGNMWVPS
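Compounds were preincubated with Tdp1 (1 nM final) for 15 min at room temperature before substrate (15 nM final) started a 5 min reaction; beads (10 ug/ml final) were then added for 10 min before AlphaScreen detection.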
Active calls of the source: *; ? = inconclusive; nt = not tested or not shown; & = joins results of further samples. The call rests on the fitted dose curve; in most records, active means well fitted curve in the direction sought with a large enough effect; inconclusive means small, poorly fitted or top-dose-only effect, or another doubt; inactive means no such curve, though single readings can be large; an effect the other way counts as inactive or inconclusive. On the % scale 0 is the no-effect control and ±100 the full control effect; potency means the concentration at half of the fitted maximal effect.

The line under a structure holds: GCN5L2 inh, TDP1 cell noCPT, TDP1 block
1: CCOc1ccc(-c2c(C)nn3c(C)c(C(=O)NCCc4ccc(C)cc4)cnc23)cc1OCC
  -3%, ?, 7%
2: CCN(CCCNC(=O)CSc1cc(=O)n(C)c2cc(Cl)ccc12)c1ccccc1
  -17%, ?, 2%
3: Fc1ccccc1/C=C/c1ccc2ccccc2n1
  -4%, ?, -3%
4: O=C1Nc2ccccc2/C1=C/C(=O)c1cccs1
  -22%, 8.2µM*, 14%
5: CCCC(C)n1[nH]c(=O)cc1N (stereo unspecified)
  0%, ?, 2%
6: COc1ccc(S(N)(=O)=O)cc1C(=O)N(C)CC(=O)Nc1ccc(N2CCOCC2)cc1
  1%, 2%, 0%
7: COCC(=O)N(CCc1ccc(OC)c(OC)c1)Cc1cc2cc(C)ccc2nc1Cl
  0%, ?, 5%
8: Cc1nnc(SCC(=O)N2CCCc3ccccc32)[nH]c1=O
  -6%, -2%, 4%
9: Cc1ccc(S(=O)(=O)c2nnn3c2nc(N2CCC(C(N)=O)CC2)c2ccccc23)cc1C
  0%, 7%, 5%
10: CC(C)CN(CC(C)C)S(=O)(=O)N1CCC(C(=O)NCCc2ccc(Cl)cc2)CC1
  -3%, ?, 2%
11: Cc1cccc(CCN(C(=O)c2snc(C(N)=O)c2N)C(C(=O)NCC2CCCO2)c2ccc(F)cc2)c1 (stereo unspecified)
  -9%, ?, 3%
12: CCCCCCOC(=O)Cc1c(C)nc(N)[nH]c1=O
  0%, -21%, 0%
13: O=C(O)c1ccc(NC(=O)c2cn(-c3ccccc3)nc2-c2cccc(Cl)c2)cc1
  -13%, 3.7µM*, nt
14: O=C(NC1CCN(c2ncccn2)CC1)c1ccccc1F
  3%, -5%, nt
15: CCOCCCN1C(=O)c2[nH]nc(-c3ccccc3O)c2C1c1ccc(CC)cc1 (stereo unspecified)
  -12%, 16µM*, 5%
16: CCOC(=O)C1=C(C)NC(=O)NC1c1cccc(OC)c1OCc1ccccc1Cl (stereo unspecified)
  -3%, ?, 2%
17: COc1ccc2c(c1OC)C(=O)OC2Nc1ccc(S(=O)(=O)N=C(N)N)cc1 (stereo unspecified)
  -8%, 4%, 1%
18: O=C(Nc1ccc(Cl)cn1)Nc1ccccc1F
  -2%, -18%, 2%
19: COC(=O)C1=C2SC(C)C(=O)N2C(N)=C(C#N)C1c1cc(OC)c(OC)c(OC)c1 (stereo unspecified)
  -17%, -6%, 4%
20: CCOC(=O)CSc1nnc2n1C(C)(C)Cc1ccccc1-2
  -5%, -2%, 0%
21: COCCn1c(SCC(=O)NNC(=O)c2ccccc2)nc2ccccc21
  -5%, -20%, 1%
22: CCCCNc1c(-c2ccc(OC)c(SC(C)CC)c2)nc2cc(C)ccn12 (stereo unspecified)
  -28%, 15µM*, 6%
23: CC(C)CN(C(=O)Cn1c(C(F)(F)F)nc2ccccc21)C1CCS(=O)(=O)C1 (stereo unspecified)
  -6%, 3%, nt
24: O=C(CSc1nnc(-c2ccc(F)cc2)o1)NC1CCCCC1
  -4%, 1%, 3%
25: NC(=O)c1cc(Cl)cn(-c2ccccc2)c1=O
  -5%, -2%, 4%
26: O=C(COC(=O)Cc1n[nH]c(=O)c2ccccc12)Nc1c(Cl)cccc1C(F)(F)F
  2%, -5%, nt
27: Cc1ccccc1N1CCN(C(=O)c2ccc(Oc3ccc(C(F)(F)F)cn3)cc2)CC1
  -23%, 13µM*, 6%
28: Cn1c(SCC(N)=O)nnc1-c1ccc(C(C)(C)C)cc1
  11%, -1%, -5%
29: COc1ccc(CCNC(=O)c2ccc3c(c2)c(C)c(C)n3Cc2ccccc2)c(OC)c1OC
  -1%, ?, 11%
30: Cc1cccc2sc(N(CCN(C)C)C(=O)C3CCN(S(=O)(=O)c4cccs4)CC3)nc12
  -9%, 18µM*, 0%
31: Cc1cc(-c2nc3ncccc3o2)ccc1NC(=O)c1ccc(Cl)cc1
  -5%, 2%, 3%
32: O=C1NC(=Nc2cccc(O)c2)S/C1=C\c1cccnc1
  -9%, -14%, -2%
33: Cc1ccc(N2C(=O)CC(N3CCN(c4ccc(F)cc4)CC3)C2=O)c(C)c1 (stereo unspecified)
  -6%, -5%, nt
34: Cc1ccc(-c2noc(-c3ccccc3C(=O)N3CCOCC3)n2)cc1
  -1%, ?, -1%
35: O=C(COc1ccc2ccccc2c1)N1c2ccccc2Sc2ccccc21
  3%, ?, 6%
36: Cc1cnc(NC(=O)CN2C(=O)C3CC=CCC3C2=O)s1 (stereo unspecified)
  -2%, -6%, 0%
37: Nc1ncnc2nc(SCCc3ccccc3)[nH]c12
  -4%, -19%, -4%
38: COc1ccc(C(=O)CN2C(=O)c3ccccc3S2(=O)=O)cc1Br
  -5%, -2%, 6%
39: Cc1nn(CC(=O)NCCN2CCOCC2)c(=O)c2ccccc12
  -5%, 27%, 2%
40: Cc1ccsc1/C=N\NC(=O)c1ccc2c(c1)OCO2
  -20%, ?, 2%
41: CC(Sc1nc2c([nH]c3ccccc32)c(=O)n1C)c1ccccc1 (stereo unspecified)
  -6%, 18µM*, 3%
42: Cc1ccc(C(=O)COc2cccc(NC(=O)c3ccco3)c2)cc1
  -1%, 21µM*, 4%
43: COc1cc(CC(=O)N(C)CC(=O)Nc2ccc(Cl)c(C(F)(F)F)c2)cc(OC)c1OC
  -6%, ?, 9%
44: CCOC(=O)c1[nH]c2ccc(Cl)cc2c1-c1ccccc1
  -1%, ?, -2%
45: CC(=O)c1ccc(S(=O)(=O)N2CCC(Oc3ccc(-n4cnnn4)cc3)CC2)cc1
  -25%&-2%, 17%&1%, 3%&-2%
46: CCOc1ccc(CCNS(=O)(=O)c2cn(C)cn2)cc1OCC
  2%, 22%, 3%
47: O=C(CN(Cc1ccccc1)S(=O)(=O)c1ccc(Cl)cc1)NCC1CCCO1 (stereo unspecified)
  -4%, ?, nt
48: CCN1CCCC1CNCc1cccc(OC)c1OCc1ccc(F)cc1 (stereo unspecified)
  0%, ?, 3%
49: COc1cccc(CNC(=O)c2oc3c(c2C)-c2nn(Cc4cccc(Cl)c4)cc2CC3)c1
  -17%, 18µM*, 1%
50: C=CCC(CC=C)(C(=O)O)c1ccccc1
  3%, -22%, 7%
51: Cc1ccc(NC(=O)CN(c2ccc(C)cc2)S(=O)(=O)c2cccc3nonc23)cc1
  -11%&-14%, ?, 5%&8%
52: Cn1c(=O)c(C(=O)NNC(=O)c2ccccc2Br)c(O)c2ccccc21
  0%, ?, -4%
53: N#CCCn1cc(/C=C/C(=O)O)c(-c2ccc(F)cc2)n1
  -5%, 11%, 4%
54: Cc1n[nH]c(C)c1S(=O)(=O)N1CCC(C(=O)N2CCn3c2nc2ccccc23)CC1
  0%, -16%, -2%
55: CCCCN(C)c1ccc([N+](=O)[O-])cc1
  -3%, -12%, 2%
56: Cn1c(=O)c2c(nc(SCC(=O)c3cccs3)n2Cc2ccc(F)cc2)n(C)c1=O
  0%, 12µM*, 2%
57: CCC1(CC)NC(=O)N(CC(=O)N2CCN(S(=O)(=O)c3cccc(F)c3)CC2)C1=O
  0%, 4%, 4%
58: O=C(CSc1nnc(CNC(=O)c2c(F)cccc2F)o1)c1ccccc1
  -3%, -4%, 5%
59: CN(CC(=O)Nc1ccccc1Br)C(=O)c1cc([N+](=O)[O-])ccc1N1CCOCC1
  -11%, -5%, -1%
60: CC(=O)Nc1ccc(S(=O)(=O)Nc2nnc(Cc3ccc(Cl)cc3)s2)cc1
  -11%, -9%, 3%

Going on with the list:
The line under a structure holds: GCN5L2 inh, TDP1 cell noCPT, TDP1 block
61: CCOC(=O)CCC(NC(=O)CCCCCCCCC(=O)NC(CCC(=O)OCC)C(=O)OCC)C(=O)OCC (stereo unspecified)
  -2%, ?, 3%
62: Cc1ccc(C(=O)COC(=O)CCC(=O)Nc2ccccc2Cl)cc1[N+](=O)[O-]
  -2%, -5%, 11%
63: COc1ccc(Cc2nnc(NC(=O)c3cc(OC)c(OC)c(OC)c3)s2)cc1
  -13%, ?, nt
64: CCC(NC(=O)c1ccccc1NC(=O)C(C)(C)C)C(=O)N1CCCC1 (stereo unspecified)
  -4%, -28%, 0%
65: Cc1cccc(NC(=O)c2oc3ccc(S(=O)(=O)N(C)C4CCCCC4)cc3c2C)c1C
  -8%, 8.2µM*, 5%
66: Fc1ccc(N2CCN(Cc3cccn3-c3nnc(N4CCN(C5CCCCC5)CC4)s3)CC2)cc1
  -5%, -15%, 3%
67: Cc1cccc2cc(/C=N/Nc3ccc(C(=O)O)cc3)c(Cl)nc12
  -7%, ?, -10%
68: Cc1ccc(C(=O)Oc2ccccc2N2C(=O)C3C4CCC(C4)C3C2=O)cc1 (stereo unspecified)
  -3%, -14%, -3%
69: CC(C)(C)NC(=O)C(=O)NCc1ccncc1
  1%, -15%, 6%
70: Cc1cc(Br)c(NC(=O)c2c(-c3c(Cl)cccc3Cl)noc2C)c(Br)c1
  -5%, ?, -11%
71: Cc1cc(C)cc(NC(=O)c2ccc(S(=O)(=O)C(F)F)cc2)c1
  -6%, ?, 2%
72: O=C(c1ccccc1)N1N=C(C(F)(F)F)CC1(O)c1ccccc1O (stereo unspecified)
  ?, ?, nt
73: CCOC(=O)/C(C#N)=C\c1ccc(CC)s1
  -10%, -10%, 5%
74: O=[N+]([O-])c1ccc(C[n+]2cc(-c3ccccc3)n3c2CCCCC3)cc1
  -3%, 12µM*, 8%
75: O=C(N/N=C(\c1ccccc1)c1ccccn1)c1ccccc1Cl
  -5%, ?, 3%
76: COc1ccc(-n2c(SCC(=O)c3ccc[nH]3)nnc2-c2ccccc2)cc1
  -1%, -10%, 3%
77: O=C(O)c1ccc2ncc(NC(=O)c3ccc(F)cc3)c(=O)n2c1
  2%, -1%, 4%
78: O=C(Cn1cc([N+](=O)[O-])ccc1=O)Nc1ccc2c(c1)OCO2
  2%, 6%, -2%
79: O=C(Nc1ccc(F)cc1)c1ccccc1S(=O)(=O)c1ccccc1[N+](=O)[O-]
  -1%, 15%, 4%
80: Cc1ccc(-c2nn(-c3ccc(F)cc3)cc2C(=O)N(C)CC(=O)Nc2ccc(N3CCOCC3)cc2)cc1
  0%, 15µM*, -4%
81: Cc1nc(Sc2ccc(Cl)cc2)c(C#N)c(C)c1[N+](=O)[O-]
  -6%, 10µM*, 10%
82: c1ccc2c(c1)nnn2Cc1nnc2sc(-c3ccncc3)nn12
  -9%, -12%, 0%
83: O=S(=O)(c1ccccc1)N1CCN(CCO)CC1
  -8%, 0%, nt

Part of the list above in order of number of heavy atoms, lowest first:
The line under a structure holds: GCN5L2 inh, TDP1 cell noCPT, TDP1 block
73: CCOC(=O)/C(C#N)=C\c1ccc(CC)s1
  -10%, -10%, 5%
69: CC(C)(C)NC(=O)C(=O)NCc1ccncc1
  1%, -15%, 6%
4: O=C1Nc2ccccc2/C1=C/C(=O)c1cccs1
  -22%, 8.2µM*, 14%
37: Nc1ncnc2nc(SCCc3ccccc3)[nH]c12
  -4%, -19%, -4%
40: Cc1ccsc1/C=N\NC(=O)c1ccc2c(c1)OCO2
  -20%, ?, 2%
32: O=C1NC(=Nc2cccc(O)c2)S/C1=C\c1cccnc1
  -9%, -14%, -2%
71: Cc1cc(C)cc(NC(=O)c2ccc(S(=O)(=O)C(F)F)cc2)c1
  -6%, ?, 2%
41: CC(Sc1nc2c([nH]c3ccccc32)c(=O)n1C)c1ccccc1 (stereo unspecified)
  -6%, 18µM*, 3%
21: COCCn1c(SCC(=O)NNC(=O)c2ccccc2)nc2ccccc21
  -5%, -20%, 1%
23: CC(C)CN(C(=O)Cn1c(C(F)(F)F)nc2ccccc21)C1CCS(=O)(=O)C1 (stereo unspecified)
  -6%, 3%, nt
63: COc1ccc(Cc2nnc(NC(=O)c3cc(OC)c(OC)c(OC)c3)s2)cc1
  -13%, ?, nt
59: CN(CC(=O)Nc1ccccc1Br)C(=O)c1cc([N+](=O)[O-])ccc1N1CCOCC1
  -11%, -5%, -1%
7: COCC(=O)N(CCc1ccc(OC)c(OC)c1)Cc1cc2cc(C)ccc2nc1Cl
  0%, ?, 5%
6: COc1ccc(S(N)(=O)=O)cc1C(=O)N(C)CC(=O)Nc1ccc(N2CCOCC2)cc1
  1%, 2%, 0%
49: COc1cccc(CNC(=O)c2oc3c(c2C)-c2nn(Cc4cccc(Cl)c4)cc2CC3)c1
  -17%, 18µM*, 1%
29: COc1ccc(CCNC(=O)c2ccc3c(c2)c(C)c(C)n3Cc2ccccc2)c(OC)c1OC
  -1%, ?, 11%
80: Cc1ccc(-c2nn(-c3ccc(F)cc3)cc2C(=O)N(C)CC(=O)Nc2ccc(N3CCOCC3)cc2)cc1
  0%, 15µM*, -4%
61: CCOC(=O)CCC(NC(=O)CCCCCCCCC(=O)NC(CCC(=O)OCC)C(=O)OCC)C(=O)OCC (stereo unspecified)
  -2%, ?, 3%

This is a subset; the hit share may differ from the screen's.
